Screening results: PubChem BioAssay, several laboratories
proCasp7 act = activates human procaspase-7, counter-screen for procaspase-3 activators | AID 463210 | P55210 | 330,000 tested, 0.093% active | recombinant procaspase-7, Ac-DEVD-pNA absorbance 405 nm; D23A/D198A/D206A triple mutant, cannot self-cleave; scale: DMSO 0, 5 µM enzyme 100 | activation, % at 8.5 µM;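 active = percent activation above the screen-wide mean plus 3 SD, cut at about 25% in these data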
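System: Uncleavable procaspase-7 mutant enzyme; Amount: 2 µM procaspase-7 mutant as dispensed; Schedule: 1 h compound preincubation, 2 h substrate cleavage, 25 °C; Measured by: 405 nm absorbance of p-nitroaniline; Evaluation: percent activation from buffer-corrected 0–120 min absorbance change; Control set: low DMSO alone, high DMSO plus 5 µM PC-7.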
JMJD2C inh = blocks human GASC-1 demethylase activity. 330,000 tested, 0.069% active. GST-JMJD2C(1-420) H3K9me3 demethylation, DELFIA europium. AID 2099. inhibition, % at 2.35 µM;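 active = more than half of a compound's replicate wells show inhibition beyond 50%, single wells judged on their own value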;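 note: signal counts dimethyl H3K9 product captured on neutravidin plate; 0% = median of DMSO wells and 100% = 0.3 times that DMSO median; strong numbers were not always called active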
Target sequence (Q9H3R0 1-420 limits assumed): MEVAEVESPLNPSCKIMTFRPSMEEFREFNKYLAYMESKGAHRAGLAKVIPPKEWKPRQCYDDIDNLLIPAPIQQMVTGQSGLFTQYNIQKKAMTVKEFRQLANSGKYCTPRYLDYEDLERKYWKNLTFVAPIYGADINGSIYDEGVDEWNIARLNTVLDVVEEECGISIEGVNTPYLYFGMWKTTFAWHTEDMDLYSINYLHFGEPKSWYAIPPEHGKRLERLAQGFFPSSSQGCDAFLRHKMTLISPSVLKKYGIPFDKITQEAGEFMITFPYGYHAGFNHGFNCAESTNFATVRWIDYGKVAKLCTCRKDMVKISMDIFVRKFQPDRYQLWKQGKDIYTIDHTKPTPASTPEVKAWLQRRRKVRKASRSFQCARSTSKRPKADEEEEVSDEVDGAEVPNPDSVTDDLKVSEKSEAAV
PP1 inh = blocks human PP1-alpha phosphatase, a PP5 counter-screen; purified PP1alpha, OMFP fluorescence; inhibition, % at 6.7 µM; 320,000 tested, 0.9% active;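 active = inhibition above the mean inhibition of all tested compounds plus 3 SD, computed separately for each screening campaign, cut at about 15% in these data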
Target sequence (P62136 whole entry, looked up): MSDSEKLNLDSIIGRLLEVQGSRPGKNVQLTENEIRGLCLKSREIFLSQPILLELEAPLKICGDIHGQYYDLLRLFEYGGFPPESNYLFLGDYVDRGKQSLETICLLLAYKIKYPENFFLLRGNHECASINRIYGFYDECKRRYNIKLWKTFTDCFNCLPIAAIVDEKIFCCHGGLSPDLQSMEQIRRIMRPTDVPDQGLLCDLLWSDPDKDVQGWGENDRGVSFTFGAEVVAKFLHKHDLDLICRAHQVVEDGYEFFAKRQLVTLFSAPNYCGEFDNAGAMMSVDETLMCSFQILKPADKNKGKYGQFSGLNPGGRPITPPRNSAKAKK
TPT1 inhibitor = blocks Candida albicans tRNA 2'-phosphotransferase | recombinant caTPT1, FP RNA substrate dephosphorylation | inhibition, % at 5 µM | 300,000 tested, 0.81% active;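 active = inhibition above the mean of all tested compounds plus 3 SD, set per screening campaign, cut at about 24% in these data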;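 note: plate controls were DMSO alone for no effect and ferristatin control at 100 nM for full effect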
Fh CTSL1 inh = cathepsin L1 inhibition, PFM18AAP counter-screen | recombinant F. hepatica cathepsin L1, Z-Leu-Arg-MCA fluorescence | inhibition, % at 5.96 µM | 300,000 tested, 0.49% active;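 active = inhibition above the mean of all tested compounds plus 3 SD, set per screening campaign, cut at about 17% in these data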;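 note: 0% = plate median of test compound wells and 100% = 1 µM Z-Phe-Ala-diazomethylketone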
Efflux pump mplx = antifungal efflux pump inhibition, Nile Red retention; AID 485275; inhibition, % at 10 µM; S. cerevisiae Candida pump triplex; 330,000 tested, 0.44% active;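 active = plate passing quality check with inhibition over a set limit, or well fluorescence over plate mean plus 4 SD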;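 note: Nile Red retained in pooled yeast measured as flow cytometry median fluorescence; 0% = buffer negative control and 100% = Enniatin B positive control; higher means more Nile Red kept so more efflux inhibition; some compounds called inactive have numbers as strong as hits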
HCV core dimer = HCV core protein dimerization inhibition; 300,000 tested, 0.33% active; inhibition, % at 5 µM; AID 1899; TR-FRET GST/Flag-core106 dimerization, 1536-well;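 active = inhibition above the mean of all tested compounds plus 3 SD, set per screening campaign, cut at about 45% in these data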
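System – GST-tagged and Flag-tagged HCV core protein residues 1-106 · Repeats – one well for each compound · Technique – TR-FRET 671 and 617 nm emission · Doses – one concentration, 5 µM, in 0.5% DMSO · Times – 4 h, 22.5 °C incubation · Also added – Eu donor and XL665 acceptor anti-tag antibodies · Measure – percent inhibition of core106 dimerization signal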
PP5 inh = blocks human protein phosphatase 5 activity | P53041 | purified PP5c, OMFP substrate fluorescence | inhibition, % at 6.7 µM | 320,000 tested, 0.18% active | AID 1987;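 active = inhibition above the campaign's mean inhibition across all tested compounds plus 3 SD, cut at about 9.5% in these data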;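 note: 0% = DMSO only and 100% = 100 µM cantharidin control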
procasp3 activ = procaspase-3 (human) activation; recombinant procaspase-3 D3A, Ac-DEVD-pNA absorbance 405 nm; activation, % at 8.5 µM; 330,000 tested, 0.11% active;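 active = activation above the mean of all tested compounds plus 3 SD, cut at about 21% in these data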;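 note: 0% = DMSO alone and 100% = DMSO wells spiked with extra 5 µM PC-3 D3A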
Target sequence (P42574 whole entry D9A/D28A/D175A): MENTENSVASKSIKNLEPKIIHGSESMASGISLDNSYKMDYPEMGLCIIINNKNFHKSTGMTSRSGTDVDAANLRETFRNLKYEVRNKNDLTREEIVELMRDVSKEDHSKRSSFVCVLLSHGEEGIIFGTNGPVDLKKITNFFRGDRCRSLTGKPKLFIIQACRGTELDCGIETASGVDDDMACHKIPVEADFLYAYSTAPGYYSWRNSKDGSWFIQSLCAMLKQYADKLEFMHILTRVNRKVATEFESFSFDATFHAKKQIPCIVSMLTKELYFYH
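Assay system: Procaspase-3 D3A mutant, all three cleavage aspartates alanine. Buffer or medium: Zinc-free HEPES saline buffer with Triton X-100. Times: 1 h compound preincubation, 2 h substrate hydrolysis at 25 °C. Measured by: 405 nm absorbance of p-nitroaniline, reads at 0 and 120 min. Read-out basis: percent activation relative to control range. Replicates: singlicate.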
Active calls of the source: *; · = no result given.

structure	proCasp7 act	JMJD2C inh	PP1 inh	TPT1 inhibitor	Fh CTSL1 inh	Efflux pump mplx	HCV core dimer	PP5 inh	procasp3 activ
CC(=O)Nc1cccc(-c2csc(Nc3ccc(C)cn3)n2)c1	-4	1	1	1	8	0.1	-1	-0.8	-4
COc1ccc(OC2C(=O)N(Cc3ccc4c(c3)OCO4)C2c2sccc2C)cc1 (stereo unspecified)	3	0	2	2	-1	0.0	12	4.1	1
Cc1ccc(NC(=O)c2ccccc2F)nc1	-4	-5	-7	1	-2	0.1	-1	0.8	-5
CC1CCC/C(=N\NC(=S)Nc2ccccc2)C1 (stereo unspecified)	-15	4	5	1	3	0.1	-1	2.8	6
COc1ccc(OC)c(-c2csc(N(CC3CCCO3)C(=O)C3CCCCC3)n2)c1 (stereo unspecified)	-3	-3	2	1	2	0.3	1	0.9	-3
O=C(NCCC1=CCCCC1)C1CCCN(S(=O)(=O)c2ccccc2)C1 (stereo unspecified)	4	-5	-4	-5	-2	0.1	3	-0.7	3
CCOP(=O)(OCC)C(C#N)=C1SCN(c2ccccc2)CS1	-28	-8	9	4	5	0.1	90*	-1.4	-19
COc1ccc(NC(=O)c2onc(C)c2Cl)cc1OC	3	2	0	-2	7	-0.1	2	1.2	2
CC(C)Oc1ccc(/C=N/NC(=O)c2nnn(-c3nonc3N)c2CN(C)c2ccccc2)cc1	-4	-6	5	-1	6	0.1	15	6.0	-2
CN(C)CCCNc1ccc(-c2nn(C)c(=O)c3ccccc23)cc1[N+](=O)[O-]	-7	10	-1	1	3	0.0	-1	0.6	10
COc1ccc(C2C(CC(=O)O)=C(O)C(=O)N2c2ccccc2)cc1 (stereo unspecified)	-3	7	-3	4	4	0.1	2	-1.5	-8
O=C(c1cc(-c2ccco2)on1)N1CCOCC1	3	1	-4	0	2	-0.1	-8	-1.2	9
Cc1ccc(NC(=O)CSc2nnc(-c3ccncc3)s2)cc1	-3	12	2	2	0	0.1	11	1.6	3
O=C1CSC(c2cccnc2)N1c1ccc(F)cc1 (stereo unspecified)	1	0	0	-4	0	0.0	4	-0.7	11
OC[C@@H](O)C1OC2NC(=S)OC2C1O (stereo partly specified)	2	-16	1	-1	3	-0.1	-1	0.1	6
Cc1ccnc(NC(=O)CNC(=O)c2ccccc2)c1	3	-6	-1	1	2	-0.1	3	-2.0	1
CCCc1nc2oc3c(Cl)ncnc3c2c2c1CCCC2	-2	2	-4	2	6	0.0	15	-1.3	9
COCC(=O)N1CCC(Oc2ccc(C(=O)N(C)Cc3nccs3)cc2)CC1	-1	1	-3	-1	-1	-0.6	-4	1.4	2
O=C(c1ccc(COc2ccccc2[N+](=O)[O-])o1)N1CCCCCC1	4	0	-1	2	-2	0.4	8	1.5	-2
O=C(N/N=C/c1ccc(Cl)cc1Cl)c1ccc(-n2cnnn2)cc1	1	0	-5	·	·	0.1	·	-0.8	3

Taken from above:
In HCV core dimer, OC[C@@H](O)C1OC2NC(=S)OC2C1O (stereo partly specified) is entered as -1
In Efflux pump mplx, COc1ccc(C2C(CC(=O)O)=C(O)C(=O)N2c2ccccc2)cc1 (stereo unspecified) is entered as 0.1
In Fh CTSL1 inh, Cc1ccc(NC(=O)CSc2nnc(-c3ccncc3)s2)cc1 is entered as 0

Returning to the listing, starting 2 compounds before the break.
structure	proCasp7 act	JMJD2C inh	PP1 inh	TPT1 inhibitor	Fh CTSL1 inh	Efflux pump mplx	HCV core dimer	PP5 inh	procasp3 activ
O=C(c1ccc(COc2ccccc2[N+](=O)[O-])o1)N1CCCCCC1	4	0	-1	2	-2	0.4	8	1.5	-2
O=C(N/N=C/c1ccc(Cl)cc1Cl)c1ccc(-n2cnnn2)cc1	1	0	-5	·	·	0.1	·	-0.8	3
COc1ccc(CCC(=O)Nc2cc3c4c(c2)CCC(=O)N4CCC3)cc1	3	74	-2	0	-1	0.0	-3	1.4	6
O=C1/C(=C/c2cccs2)SC(=S)N1N1CCOCC1	-7	3	-2	-3	0	0.0	-5	-0.3	-16
COCCN(CCOC)C(=O)c1cc2sc3ccccc3c2s1	3	-2	4	-4	1	0.0	13	3.4	0
Cc1cccc(OCCn2cc(/C=N/NC(=O)c3ccncc3)c3ccccc32)c1	2	-5	4	0	4	0.0	9	3.4	-5
CC1(C)C(=O)NCCN1C(=O)CSc1nccc(-c2ccc(Br)cc2)n1	-5	2	1	-4	-1	-0.2	1	1.6	3
CCC(C)Sc1ccc(-c2nc3cnccn3c2NC2CCCCC2)cc1 (stereo unspecified)	-15	-3	15	0	0	0.1	2	6.7	-5
CCN1CCN(CCNC(=O)c2ccc3c(c2)N(Cc2ccc(F)cc2)C(=O)c2ccccc2S3=O)CC1 (stereo unspecified)	1	41	0	-2	-2	0.0	-8	2.2	5
NC(=O)CC(NC(=O)c1ccccc1)c1ccc(NCc2ccc(F)cc2)c([N+](=O)[O-])c1 (stereo unspecified)	0	2	3	-4	-5	-0.1	-3	2.2	-6
Cc1ccc(O)c(C(=O)c2cnc3c(c2)c(C)nn3C)c1	-3	-10	-5	1	2	0.2	-6	1.4	4
Cc1onc(C(=O)Nc2c(C)n(C)n(-c3ccccc3)c2=O)c1[N+](=O)[O-]	9	0	0	1	-1	0.0	-3	-0.6	-5
N#Cc1ccc(COC(=O)CSc2nnc(C3CCCCC3)n2N)cc1	3	7	-1	-3	4	0.1	2	2.1	-2
CN1C2CCC1CC(NC(=O)c1ccc([N+](=O)[O-])cc1)C2 (stereo unspecified)	12	18	2	2	0	-0.7	-4	0.5	-3
CCNC(=S)N(CCc1c(C)[nH]c2ccccc12)Cc1cccnc1	6	7	0	-3	-1	-0.2	9	1.4	2
OC(CCN1CCCCC1)(c1ccccc1)c1ccccc1	6	-11	-1	-3	-3	-0.1	1	1.6	7
Fc1ccccc1NC(=S)NCc1ccc2c(c1)OCO2	-3	-18	-1	0	-1	-0.1	3	-2.1	2
O=C(CCCn1cc([N+](=O)[O-])cn1)NC1CCCCCC1	5	0	-3	-1	1	0.0	0	-0.3	2
CCN(C(=O)COC(=O)c1ccc(C)c(S(=O)(=O)N2CCOCC2)c1)C1CCS(=O)(=O)C1 (stereo unspecified)	-5	-4	2	0	-1	0.0	-8	-0.4	-1
COc1ccc2cc(C(c3nnnn3CCc3ccccc3)N3CCCC(C)C3)c(=O)[nH]c2c1 (stereo unspecified)	-6	4	0	9	6	0.6	7	4.4	-2
O=C(CSCc1ccc(Br)cc1)N=Nc1c(O)[nH]c2ccccc12	1	6	-1	-1	-2	0.1	3	0.1	-8
COc1ccc(OC)c(Cc2nnc(CCC(=O)NC(C3CC3)C3CC3)o2)c1	3	21	-4	0	-2	-0.1	-7	-3.0	-4
O=C(NCCc1ccccc1)c1c(F)cccc1F	5	1	-4	2	2	-0.2	0	0.9	6
Cc1cc(C)c([N+](=O)[O-])cc1NC(=O)CCS(=O)(=O)c1ccccc1	5	18	-1	3	1	0.2	0	-0.1	-1
CC1(C)CC(=O)C2=C(C1)Nc1ncnn1C2c1ccccn1 (stereo unspecified)	-2	-5	-4	-2	-1	-0.1	0	-1.0	0
Cn1c(N)c(C(=O)COC(=O)c2cccc(S(=O)(=O)N3CCOCC3)c2)c(=O)n(C)c1=O	5	10	·	·	·	0.7	·	·	15
CC(NC(=O)COc1cccnc1[N+](=O)[O-])c1ccc(Cl)cc1 (stereo unspecified)	-17	-2	2	-1	-8	0.5	-6	-2.9	4
O=C(Nc1ccccc1N1CCCC1)c1cccc(F)c1	-7	4	-2	2	2	0.0	4	0.7	5
O=C(CSc1nc2ncc(Cl)cc2[nH]1)NCC(=O)Nc1ccc(F)c(F)c1F	10	-2	1	1	5	0.2	-1	2.6	-9
Fc1ccccc1Cc1noc(CN2CCC(OCc3cccnc3)CC2)n1	-6	9	-4	-12	-3	-0.1	1	0.6	5
CC(C)C(=O)Nc1cccc(C(=O)NCc2ccc(S(N)(=O)=O)cc2)c1	7	2	1	-3	-3	-0.1	-3	-0.3	-1
O=C(c1ccc(Cl)c(S(=O)(=O)N2CCCCCC2)c1)N1CCN(c2ccccc2O)CC1	8	-1	5	-1	-3	0.1	8	0.9	-1
COc1cccc(NC(=O)CN(C)CC(=O)c2c(N)n(Cc3ccccc3)c(=O)n(C)c2=O)c1	13	0	-2	·	·	0.3	·	1.6	-2
O=C(O)C1CCN(C(=O)OCc2ccccc2)CC1	16	15	-1	1	-2	0.1	-5	3.1	-5
CCCCNC(=O)CCc1nc2cccnc2n1Cc1ccccc1	19	-2	0	-1	-2	0.0	-4	3.1	3
O=C(NCCN1CCOCC1)C1CCN(c2nc3ccccc3o2)CC1	1	11	0	-4	1	-0.1	-2	-0.5	2
Cc1ccc(S(=O)(=O)NCCC(=O)N2CCN(c3cccc(Cl)c3)CC2)cc1C	-9	32	-4	0	4	-1.2	2	6.2	6
CCCCCC(=O)Nc1ncc2c(n1)CC(c1cccs1)CC2=O (stereo unspecified)	1	0	-1	1	9	0.0	1	-1.8	9
Cc1[nH]c(=O)[nH]c1C(=O)CCCCC(=O)OCC(=O)Nc1ccccn1	-3	9	-3	-1	-15	-0.1	-1	-3.1	-1
COc1ccc(Cl)cc1NC(=O)Nn1cnnc1	-1	0	-1	-1	-2	-0.1	-5	-2.0	6
COc1cccc(NC(=O)c2cccnn2)c1	3	7	-1	3	0	0.2	1	0.4	-7
C=CCON/C(CCC)=C1\C(=O)C(C(=O)OC)C(C)(C)CC1=NC (stereo unspecified)	-1	-13	7	0	0	0.0	-4	0.6	-3
COCCNC(=O)CCc1c(C)nc2c(c(C)nn2-c2ccc(C)cc2)c1C	-1	·	1	0	1	0.0	-19	2.6	-1
COc1ccc(CN2C(=O)C(CC(C)C)Nc3ncnc(N4CCN(c5ccccn5)CC4)c32)cc1 (stereo unspecified)	6	-1	1	-1	-2	-0.1	4	3.2	1
COc1ccc2c(C(=O)CN3CCC(C)CC3)c[nH]c2c1	-1	-3	-1	2	-1	-0.1	0	2.5	10
COc1ccccc1NC(=O)CN(Cc1ccco1)C(=O)c1cc2ccccc2o1	-8	2	1	2	1	0.1	2	2.4	-6
O=C(c1ccco1)N1CCN(C(=O)c2ccc(-c3ccc(Cl)cc3)o2)CC1	4	12	-8	·	·	0.1	·	2.2	-1
COc1ccc(N2CCN(S(=O)(=O)c3c(C)[nH]c(C)c3C(=O)N3CCCC3)CC2)cc1	-1	-1	0	-5	2	-0.1	-15	0.0	2
